# Compound activity: PubChem BioAssay, several laboratories
# AHR act: AHR activators, primary screen, cell-based, luminescence, luciferase reporter, human. Aryl hydrocarbon receptor (Homo sapiens), P35869. AHR-responsive luciferase reporter cells. activation, % at 5 µM. 320,000 compounds, 2.5% hits. AID 2796, 2010; in the data active means activation above about 47%;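 further: 0% = vehicle wells and 100% = reference agonist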
# ZTA DNA inh: blocks Epstein-Barr virus ZTA, an EBNA-1 counter-screen | P03206 | 320,000 compounds, 0.15% hits | AID 2234 | inhibition, % at 11 µM | ZTA-DNA binding, fluorescence polarization; in the data active means inhibition above about 33%
# proCasp7 act: procaspase-7 activators, primary screen, counter-screen for procaspase-3 activator project, biochemical, absorbance, HTS, human; recombinant procaspase-7, Ac-DEVD-pNA absorbance 405 nm; D23A/D198A/D206A triple mutant, cannot self-cleave; scale: DMSO 0, 5 µM enzyme 100; Caspase-7 (Homo sapiens), P55210; 330,000 compounds, 0.093% hits; activation, % at 8.5 µM; AID 463210, 2010;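 active means percent activation above the screen-wide mean plus 3 SD, cut at about 25% in these data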
#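 Test system: Procaspase-7 triple mutant (PC-7 D3A). Also added: Ac-DEVD-pNA substrate, 400 µM as added. Schedule: 1 h enzyme–compound preincubation and 2 h substrate reaction, both 25 °C. Signal: p-Nitroaniline absorbance at 405 nm, read at 0 and 120 min. Control set: low DMSO alone, high DMSO plus 5 µM PC-7.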
# MEP2-GFP yeast: modulators of MEP2-GFP levels in yeast, primary screen, S. cerevisiae, multiplex flow cytometry, MLPCN library; AID 2016, 2009; S. cerevisiae MEP2-GFP strain, 3 h; 100% = DMSO control level; GFP response vs DMSO, % at 10 µM; 330,000 compounds, 0.51% hits;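 active means GFP response versus DMSO above a set limit, roughly screen mean plus 3 SD, cut at about 180% in these data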;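 further: median GFP fluorescence of the barcode-gated MEP2-GFP cells per well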
# proCasp3 act: activators of human procaspase-3 D3A mutant, primary screen, biochemical, absorbance, PC-3 D3A mutant, single concentration; Caspase-3 (Homo sapiens), P42574; recombinant procaspase-3 D3A, Ac-DEVD-pNA absorbance 405 nm; activation, % at 8.5 µM; 330,000 compounds, 0.11% hits; AID 463141, 2010;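 active means activation above the mean of all tested compounds plus 3 SD, cut at about 21% in these data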;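 further: 0% = DMSO alone and 100% = DMSO wells spiked with extra 5 µM PC-3 D3A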
#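 Assay system: Autoprocessing-dead procaspase-3 D3A mutant enzyme; also added: Ac-DEVD-pNA; doses: one concentration, 8.5 µM nominal, 0.8% DMSO; times: 1 h compound preincubation, 2 h substrate hydrolysis at 25 °C; technique: 405 nm absorbance of p-nitroaniline, reads at 0 and 120 min; measure: % activation between DMSO and enzyme-spiked controls; repeats: single replicate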
# RPL19A TOR yeast: RPL19A-GFP expression modulators in yeast, primary screen, cell-based, S. cerevisiae, multiplex flow cytometry, MLPCN. S. cerevisiae RPL19A-GFP strain, 3 h; active compounds read low. percent response vs DMSO, % at 10 µM. 330,000 compounds, 0.3% hits. AID 2025, 2009;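 active means percent response vs DMSO below 50%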;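 further: median channel GFP fluorescence of the barcoded RPL19A-GFP strain; ratio of sample median GFP to plate DMSO average so 100% = DMSO; lower means less RPL19A-GFP as with rapamycin TOR inhibition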
# LAP4-GFP MLPCN: modulators of LAP4-GFP expression in yeast, primary screen, S. cerevisiae, multiplex flow cytometry, MLPCN library | 3 h; median GFP as percent of DMSO wells | GFP response vs DMSO, % at 10 µM | 320,000 compounds, 0.34% hits | AID 2023, 2009;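 active means GFP response vs DMSO above a set limit, about the screen mean plus 3 SD, cut at about 150% in these data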
# EBNA-1 inhibitor: EBNA-1 DNA-binding inhibitors, primary screen, biochemical, fluorescence polarization | inhibition, % at 14.8 µM | AID 1950, 2009 | 300,000 compounds, 0.34% hits; in the data active means inhibition above about 28%
# * = called active by the depositor; x = no result given.
SMILES,AHR act,ZTA DNA inh,proCasp7 act,MEP2-GFP yeast,proCasp3 act,RPL19A TOR yeast,LAP4-GFP MLPCN,EBNA-1 inhibitor
Cc1cc(-n2nnc3ccccc32)nc2ccccc12,44.6,2.7,0.8,109.2,5.4,100.5,109.1,9.3
C/C(=N/Nc1ccccc1C(=O)O)c1cccs1,8.0,4.1,-1.3,116.9,-2.6,107.2,95.0,10.6
Cn1c(NC(=O)c2ccccc2F)c(-c2cccs2)c(=O)c2ccccc21,-0.5,-12.9,-0.8,87.4,2.3,94.9,102.6,0.6
COc1ccc(CCNC(=O)c2ccccc2NS(=O)(=O)c2cc(C(=O)O)ccc2OC)cc1,-0.3,-8.2,-8.2,118.0,-2.4,90.0,98.1,-5.5
CCOC(=O)N1CCN(C(=O)COc2cc(C)c(Cl)c(C)c2)CC1,0.9,-15.6,3.0,104.6,19.4,100.9,109.8,6.0
O=C(Nc1ccc(Oc2ccccc2)nc1)C1CCCCN1Cc1ccc(O)cc1 (stereo not given),8.0,2.4,11.4,106.2,2.8,98.3,105.1,-4.7
O=C(CCn1c(=O)sc2ccccc21)NCCN1CCOCC1,0.4,-3.5,-6.1,97.9,-3.2,97.2,102.4,3.9
O=C(Nc1ccccc1)N1CCCN(c2ccc(C(F)(F)F)cn2)CC1,-2.5,2.9,3.5,96.5,-5.8,99.0,115.1,-1.7
CC(C)OCCCNC(=O)c1ccc2c(c1)ncn2C1CCCC1,26.6,2.9,5.0,107.9,4.1,100.3,94.3,1.4
CC(C)OCCCNC(=O)CCC(=O)NNc1nc2ccccc2c2nc(-c3ccccc3)nn12,26.6,6.1,2.2,112.3,-10.5,105.9,103.2,7.7
COC(=O)c1ccc(NC(=S)N2CCN(Cc3ccccc3)CC2)cc1,1.6,0.1,-17.9,92.4,-12.7,93.9,97.3,-3.0
COc1ccccc1OCc1nc2ccccc2[nH]1,11.1,2.5,7.9,109.6,-1.9,100.8,102.7,8.4
Cc1ccccc1Cn1nnc(-c2ccc(F)cc2)n1,-0.9,8.0,3.7,103.5,3.1,101.7,82.5,9.4
Cc1ccc(NC(=O)/C(=C\c2cccnc2)NC(=O)c2ccccc2)cc1,9.1,-13.2,5.5,106.4,2.0,101.6,85.3,-8.0
CCn1c(SCC(=O)N2c3ccccc3Sc3ccccc32)nnc1-c1ccco1,-0.8,7.1,-16.1,106.0,-7.5,97.1,102.9,1.7

# Two of the compounds above, with bars between the fields.
smiles | AHR act | ZTA DNA inh | proCasp7 act | MEP2-GFP yeast | proCasp3 act | RPL19A TOR yeast | LAP4-GFP MLPCN | EBNA-1 inhibitor
Cc1cc(-n2nnc3ccccc32)nc2ccccc12 | 44.6 | 2.7 | 0.8 | 109.2 | 5.4 | 100.5 | 109.1 | 9.3
C/C(=N/Nc1ccccc1C(=O)O)c1cccs1 | 8.0 | 4.1 | -1.3 | 116.9 | -2.6 | 107.2 | 95.0 | 10.6

# In the list so far, three contain fluorine.
SMILES,AHR act,ZTA DNA inh,proCasp7 act,MEP2-GFP yeast,proCasp3 act,RPL19A TOR yeast,LAP4-GFP MLPCN,EBNA-1 inhibitor
Cn1c(NC(=O)c2ccccc2F)c(-c2cccs2)c(=O)c2ccccc21,-0.5,-12.9,-0.8,87.4,2.3,94.9,102.6,0.6
O=C(Nc1ccccc1)N1CCCN(c2ccc(C(F)(F)F)cn2)CC1,-2.5,2.9,3.5,96.5,-5.8,99.0,115.1,-1.7
Cc1ccccc1Cn1nnc(-c2ccc(F)cc2)n1,-0.9,8.0,3.7,103.5,3.1,101.7,82.5,9.4

# The results go on.
SMILES,AHR act,ZTA DNA inh,proCasp7 act,MEP2-GFP yeast,proCasp3 act,RPL19A TOR yeast,LAP4-GFP MLPCN,EBNA-1 inhibitor
CC(=O)Oc1ccc(CC(C(=O)O)N2C(=O)c3ccccc3C2=O)cc1 (stereo not given),-1.3,-2.8,7.9,103.5,3.5,104.5,95.0,0.8
CC1CCCN(C(=O)c2ccncc2)C1 (stereo not given),1.8,-4.0,-0.4,100.8,0.9,104.0,103.8,-1.3
CC(C)(C)c1ccccc1NC(=O)CN1C(=O)NC(Cc2ccccc2)C1=O (stereo not given),1.3,-26.6,-4.4,90.8,8.3,91.2,97.6,-11.8
O=C(CC1NCCNC1=O)OCc1ccccc1 (stereo not given),5.0,1.2,3.2,92.6,4.1,92.9,89.8,-16.4
CC(C)CC(=O)Nc1cc(C(F)(F)F)ccc1N1CCOCC1,4.6,0.0,-3.9,97.7,0.8,101.1,95.7,-7.4
NC(=O)c1ccc(-c2ccc(Br)cc2)o1,-8.2,-7.7,-4.7,96.4,0.4,95.2,104.2,0.3
CCCCOc1ccc(C(=O)NCC(=O)N2CCN(Cc3ccc4c(c3)OCO4)CC2)cc1,0.4,9.8,4.0,103.1,4.7,104.7,103.0,-7.3
O=C(CN1CCc2ccccc2C1)NC1CCCC1,0.2,-2.6,6.6,107.5,-5.2,101.5,89.7,11.5
CN1CCN(C(CNC(=O)C(=O)Nc2ccc3c(c2)OCO3)c2ccc(F)cc2)CC1 (stereo not given),-0.4,-11.6,1.9,110.4,-4.2,97.6,103.3,-7.3
O=C(Nc1cccc(S(=O)(=O)N2CCCCC2)c1)Nc1ccc(Cl)cc1Cl,38.4,10.4,7.2,108.2,1.4,109.7,96.9,5.2
N/C(=N\OC(=O)c1cc(Cl)ccc1Cl)c1cccnc1,34.2,-3.6,6.4,107.2,5.8,101.1,81.6,-11.7
COCCn1c(SCC(=O)Nc2ccc(S(=O)(=O)N(C)C)cc2)nc2ccccc21,-0.9,9.5,4.9,105.6,-9.9,102.3,103.5,16.2
CCN1CCN(C(=O)C(C)N(c2ccc(C)cc2)S(C)(=O)=O)CC1 (stereo not given),-2.1,-4.1,2.0,100.7,9.5,99.8,97.3,-6.0
COc1ccc(-n2ccnc2SCC(=O)NCc2ccc(F)cc2)c(OC)c1,5.3,14.0,-4.6,102.6,-3.6,100.7,101.4,3.8
N#Cc1c(-c2ccccc2)[nH]c(=S)[nH]c1=O,-1.4,2.4,4.0,94.3,-0.4,98.8,94.5,3.5
O=C(NCCN1C(=O)C2C3C=CC(C3)C2C1=O)Nc1ccccn1 (stereo not given),2.5,6.5,-0.1,99.8,-6.6,97.4,104.0,-3.5
CCN1CCN(C(=O)C2CCCN(S(=O)(=O)c3cccc4nsnc34)C2)CC1 (stereo not given),-1.9,-0.5,0.3,121.7,-1.5,98.7,87.9,-7.4
COc1ccc(-c2nc3n(n2)C(=O)CC(c2ccco2)S3)cc1 (stereo not given),15.2,-16.2,-0.5,112.3,8.8,96.6,100.1,3.3
Oc1cc2ccccc2cc1-c1nnc2n1-c1ccccc1SC2,5.3,-4.5,10.3,101.7,0.2,98.6,94.8,4.3
OCCSc1nc2ccccc2n1CCOc1ccccc1,39.8,-6.2,0.1,98.5,8.0,94.6,97.2,-1.0
COc1cccc(CN2CCN(S(=O)(=O)c3ccccc3)CC2)c1OC,0.7,-0.6,-3.6,98.2,-2.6,100.4,109.5,-7.3
CC1(C)c2[nH]c3ccccc3c2C[C@H]2C(=O)N(Cc3ccc(F)cc3)C(=O)N21,4.2,-15.1,0.1,95.5,-7.2,97.8,141.9,-1.4
Cc1ccn2cc(CNS(=O)(=O)c3ccc(Cl)s3)nc2c1,3.5,1.4,-0.4,100.4,4.0,94.2,103.1,7.0
Cc1c(OCC(=O)NCC2CCC(C(=O)O)CC2)ccc2c3c(c(=O)oc12)CCC3 (stereo not given),10.0,0.6,3.0,96.1,0.2,100.8,102.7,-4.4
CCCn1c(NC(=O)c2ccc(Cl)c(S(=O)(=O)N3CCCC3)c2)nc2ccccc21,5.0,0.5,9.3,104.8,-0.2,103.1,101.5,3.6
O=C(Nc1cc(Sc2nc3ccccc3s2)cc([N+](=O)[O-])c1)c1ccccc1F,12.6,1.0,5.3,102.0,3.8,101.6,94.4,11.3
CCOc1ccc(CC(=NCCc2ccccc2)C2=C(O)CC(C)(C)CC2=O)cc1OCC,2.2,-4.9,-5.2,105.0,5.2,100.5,94.6,-1.0
COc1cccc(/C=N/Nc2ncnc3scc(-c4ccccc4)c23)c1O,3.1,1.0,16.4,96.0,15.5,99.4,95.4,-2.4
CC(CCc1ccc(O)cc1)NC1c2ccccc2-c2ccccc21 (stereo not given),14.2,-3.7,-0.8,111.5,-6.3,99.8,94.6,-14.7
CCOc1ccc(CN(C)C(=O)[C@H](C)NC(=O)c2ccco2)cc1OC,-0.1,13.0,2.2,100.0,2.0,100.3,107.0,9.7
C=CCn1c(C2CC2)n[nH]c1=S,0.3,10.6,-2.2,94.0,-3.6,97.3,109.3,-0.5
Cc1cc(N2CCN(C(=O)/C=C/C(=O)O)CC2)c2ccccc2n1,2.1,-4.7,-4.7,101.8,-2.4,98.4,91.1,-15.9
CC1CCC/C(=N/Nc2ccc([N+](=O)[O-])cc2[N+](=O)[O-])C1 (stereo not given),5.9,15.2,1.7,112.5,4.7,94.2,102.3,-5.0
CC(C)=N/N=c1\scc(C)n1Cc1ccco1,3.9,1.2,4.9,108.1,1.9,110.2,114.9,-5.1
CCOc1ccc(OCCC(=O)N(CC)CC(=O)Nc2ccccc2C(F)(F)F)cc1,-0.3,18.2,-0.3,101.0,-8.4,99.6,102.6,1.8
O=C1/C(=C/c2cccs2)CCC/C1=C\c1cccs1,25.6,11.7,-15.9,104.2,-19.5,104.7,114.7,5.5
COc1cccc(NC(=O)CSc2nc3scc(C)c3c(=O)[nH]2)c1,0.5,4.2,-7.6,83.4,-3.1,90.7,82.8,12.1
N#Cc1sc2nc(N3CCCCC3)c3c(c2c1N)CCCC3,1.4,-26.5,6.2,104.7,-9.3,101.3,97.5,1.0
Cc1ccc2nc(N3C(=O)C(O)=C(C(=O)c4ccc(C)o4)C3c3ccc(O)cc3)sc2c1 (stereo not given),5.0,8.8,-44.4,93.4,-12.2,92.5,91.6,x
CCSc1nnc(NC(=O)C2CCCCC2)s1,20.3,-6.0,13.3,92.5,1.4,93.7,118.7,-5.1
COc1cccc(N2CCN(C(=O)CNC(=O)c3sc4ccccc4c3Cl)CC2)c1,2.3,3.7,0.1,99.4,-2.0,105.5,79.8,-0.5
CCCCC1OC23CCCCC2C(C#N)(C(=N)O3)C1(C#N)C#N (stereo not given),2.3,-11.7,-1.5,189.3*,-5.8,63.5,96.6,-0.9
COCCNC(=O)CNC(c1ccccc1)c1ccccc1,3.8,-11.8,6.1,93.4,-4.1,99.7,92.5,-7.3
CCS(=O)(=O)N1CCN(Cc2ccncc2)CC1,1.8,6.1,0.1,95.4,4.4,99.3,93.5,-7.3
O=C(O)Cn1cc(F)c(=O)[nH]c1=O,-0.6,15.3,1.3,107.5,9.3,103.8,111.8,1.6
COc1ccc(-c2noc(CCC(N)=O)n2)cc1OC,0.1,0.2,13.2,92.2,-15.1,89.4,92.7,6.8
CNC(=O)CN(C)S(=O)(=O)c1ccc(F)cc1,-3.8,-21.5,2.3,98.7,3.4,94.4,93.6,-4.5
C=C(C)COc1ccc(-c2nc(N)ncc2Oc2ccc(OC)cc2)c(O)c1,33.7,8.0,-5.2,99.8,-5.8,100.1,106.6,-17.0
COc1ccccc1NC(=O)NCCC1=CCCCC1,6.0,-19.5,-8.6,94.5,-7.2,102.1,94.0,-12.7
